Assay outcomes from PubChem BioAssay.
Epigenetic derep: epigenetic control regulation, reporter derepression. murine LDR cells, GFP reporter derepression, 30 h. Potency, µM (doses to about 53.9 µM), without a hit: top-dose GFP activation, hits mostly activators. 280,000 compounds, 0.2% hits. AID 1865; also: potency is read from the fitted curve at half-maximal effect; % of control where 0% means no effect; nearly all actives have a fitted effect of over 60% in size
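Readout is the number of GFP-expressing murine LDR cells, counted by cytometry following washing. Cells were treated with compound for 30 h at 37 C; the stably integrated CMV-GFP locus is normally silent.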
Tau fluor counter: counter-screen for tau fibril formation inhibitors; tau K18 P301L Alexa594 fluorescence, heparin fibrillization; Potency, µM (series often up to 57.7 µM), for the others: at the top dose activity change, negative = decrease; 280,000 compounds, 0.93% hits; also: potency is read from the fitted curve at half-maximal effect; % is scaled to controls: 0 for no effect and ±100 for the full control effect; nearly all actives have a fitted effect of over 55% in size
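Human tau K18 P301L (15 uM unlabeled, 0.24 uM Alexa 594-labeled) in 100 mM sodium acetate pH 7 with 20 uM heparin, 6 hr at 37 C. ThT 30 uM added, 1 hr ambient; Alexa 594 FP and total fluorescence read at 555/632 nm.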
GLA spleen mod: inhibits or activates alpha-galactosidase in human spleen homogenate; P06280; human spleen homogenate, 4MU-alpha-Gal fluorescence, 40 min; 240,000 compounds, 0.008% hits; Potency, µM (highest dose often 80 µM), for the others: top-dose activity change, negative = inhibition, hits mostly inhibitors;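 also: potency is read from the fitted curve at half-maximal effect; 0% = enzyme with vehicle and -100% = no enzyme basal signal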
Target sequence (P06280 32-429 limits assumed): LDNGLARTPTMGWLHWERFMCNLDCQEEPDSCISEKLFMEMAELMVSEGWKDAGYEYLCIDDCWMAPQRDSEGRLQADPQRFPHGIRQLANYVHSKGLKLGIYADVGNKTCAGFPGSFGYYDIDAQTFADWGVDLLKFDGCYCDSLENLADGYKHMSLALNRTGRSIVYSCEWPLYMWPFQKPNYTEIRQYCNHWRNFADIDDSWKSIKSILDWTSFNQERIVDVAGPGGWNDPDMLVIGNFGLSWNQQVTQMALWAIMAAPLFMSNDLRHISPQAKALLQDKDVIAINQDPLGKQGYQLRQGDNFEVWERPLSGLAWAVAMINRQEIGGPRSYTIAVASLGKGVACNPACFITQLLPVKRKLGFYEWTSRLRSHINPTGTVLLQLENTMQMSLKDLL
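qHTS titration in buffer at pH 5.0. Alpha-galactosidase activity in spleen homogenate was measured via 4-methylumbelliferone release from 1 mM fluorogenic substrate after 40 min at 37C and a pH 10 stop. AC50 came from Hill fits of control-normalized data.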
Tau FP inhib: inhibitors of human tau fibril formation | P10636 | 280,000 compounds, 0.39% hits | K18 P301L tau heparin fibrillization, Alexa594 FP, 6 h | Potency, µM (series often up to 57.7 µM), for inactives: top-dose activity, negative = inhibition, hits mostly inhibitors; also: potency is read from the fitted curve at half-maximal effect; % is scaled to controls: 0 for no effect and ±100 for the full control effect; nearly all actives have a fitted effect of over 55% in size
Target sequence (P10636 561-689 P618L limits assumed): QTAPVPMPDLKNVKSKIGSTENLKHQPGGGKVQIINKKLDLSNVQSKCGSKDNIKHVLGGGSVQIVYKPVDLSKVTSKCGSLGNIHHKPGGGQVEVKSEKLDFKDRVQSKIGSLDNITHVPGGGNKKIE
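Quantitative HTS format: compounds meet 15 uM recombinant K18 P301L tau and Alexa 594-tau tracer in 100 mM sodium acetate pH 7; 20 uM heparin triggers fibrillization at 37 C over 6 hr; FP gives the signal.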
TRb SRC2 PPI: inhibitors of human thyroid hormone receptor beta-SRC2 interaction; Potency, µM (titrated, usually from 106 µM), inactives show at the top dose activity change, negative = inhibition, usual class: inhibitors; 280,000 compounds, 0.065% hits; TRbeta-SRC2 peptide binding, fluorescence polarization; receptor liganded with 1 µM T3;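 also: potency is read from the fitted curve at half-maximal effect; plate controls were bound peptide for no effect and peptide without receptor for full effect; nearly all actives have a fitted effect of over 50% in size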
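Quantitative HTS by FP: 0.6 uM TRb LBD, 20 nM labeled SRC2 20-mer, 1 uM T3, 5% DMSO; 5 hr ambient incubation; % activity per concentration and potencies from concentration series.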
CBFb-RUNX1 inh: blocks binding between human CBF-beta and RUNX1. Q01196+Q13951. AlphaScreen CBFb-His/RUNX1-biotin binding, biochemical. Potency, µM (doses to about 59.8 µM), without a hit: at the highest dose activity, negative = inhibition, usual class: inhibitors. 230,000 tested, under 10 active. AID 1477; also: % of control where 0% means no effect
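Proteins preincubated together for 20 min at RT before compound addition; 15 min later, nickel and streptavidin beads were added and left 90 min prior to AlphaScreen measurement.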
TexasRed fluor: alters Texas Red total fluorescence, flagging assay interference. TRb/SRC2 Texas Red total fluorescence interference. Potency, µM (titrated, usually from 106 µM), for the others: at the top dose fluorescence change, negative = quenching. 280,000 compounds, 0.29% hits; active = well fitted curve in either direction with a large enough effect; inconclusive = small, poorly fitted or top-dose-only effect; also: potency is read from the fitted curve at half-maximal effect; % is scaled to controls: 0 for no effect and ±100 for the full control effect
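Human TRβ ligand-binding domain (0.6 uM) and Texas Red SRC2 peptide (20 nM) in Tris buffer with 1 uM T3 and 5% DMSO were incubated with pinned compound for 5 hr at ambient temperature. Total fluorescence was computed as S + 2P (555/632 nm).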
NPSR antagonist: antagonists of human neuropeptide S receptor cAMP signaling | CHO-NPSR cells, cAMP TR-FRET, antagonist mode | 220,000 compounds, 1% hits | Potency, µM (top dose mostly 38.3 µM), inactives show top-dose activity change, negative = inhibition, most hits filed as inhibitors | Q6W5P4; also: potency is read from the fitted curve at half-maximal effect; % is scaled to controls: 0 for no effect and ±100 for the full control effect; nearly all actives have a fitted effect of over 50% in size; many of its hits are not listed in these tables
Target sequence (Q6W5P4 whole entry, looked up): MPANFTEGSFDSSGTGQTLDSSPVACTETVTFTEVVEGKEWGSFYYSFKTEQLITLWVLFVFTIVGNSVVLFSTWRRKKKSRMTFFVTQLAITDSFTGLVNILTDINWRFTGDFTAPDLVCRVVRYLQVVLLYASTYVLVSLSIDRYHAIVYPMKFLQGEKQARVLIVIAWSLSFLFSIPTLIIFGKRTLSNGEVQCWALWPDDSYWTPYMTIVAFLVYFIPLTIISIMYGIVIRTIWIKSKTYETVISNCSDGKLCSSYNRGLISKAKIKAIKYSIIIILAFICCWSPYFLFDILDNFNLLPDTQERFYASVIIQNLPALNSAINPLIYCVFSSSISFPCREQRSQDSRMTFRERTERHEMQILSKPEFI
* marks the source's active call; other numbers are inactive results; & = joins results of further samples; [ ] = remark or other dose. Unless noted, calls follow the shape of the dose curve; as a rule, active = well fitted curve in the direction sought with a large enough effect; inconclusive = small, poorly fitted or top-dose-only effect, or another doubt; inactive = no such curve, though single readings can be large; an effect the other way counts as inactive or inconclusive. Not all compounds are listed; count on the stated rates, not on these rows.

Cc1ccc(N2CC(=O)Nc3c(oc4nc(-c5ccccc5)cc(C)c34)C2=O)cc1 was read as Epigenetic derep 0.0%, GLA spleen mod 7%, TRb SRC2 PPI 11%, CBFb-RUNX1 inh 6%, TexasRed fluor 0% and NPSR antagonist 2%.
`CCOC(=O)c1noc2ncnc(Nc3ccc(F)cc3F)c12` gave Epigenetic derep 1.5%, Tau fluor counter 7%, Tau FP inhib -1%, TRb SRC2 PPI -9% and TexasRed fluor inconclusive.
Screening O=C(Cn1c(=O)c2c(ncn2Cc2ccccc2)n(Cc2ccccc2)c1=O)N1CCc2ccccc21 returned Epigenetic derep 0.0%, Tau fluor counter -17%, GLA spleen mod -17%, Tau FP inhib -9%, TRb SRC2 PPI -5%, CBFb-RUNX1 inh -5%, TexasRed fluor -6% and NPSR antagonist -14%[46.1 µM].
Cc1nc2c(cnn2-c2ccccc2Cl)c(=O)n1-c1ccc(C(C)C)cc1 was read as Epigenetic derep 0.8%&-2.7%, Tau fluor counter -6%&-8%, GLA spleen mod -2%, Tau FP inhib 8%&4%, TRb SRC2 PPI -1%&-10%, CBFb-RUNX1 inh -4%, TexasRed fluor 0%&2% and NPSR antagonist -26%[46.1 µM].
COc1ccccc1-c1nc2n(n1)C(c1ccccc1Cl)C(C(N)=O)=C(C)N2 (stereo not given) was read as Epigenetic derep 0.0%, Tau fluor counter -1%, GLA spleen mod -1%, Tau FP inhib 2%, TRb SRC2 PPI -8%, CBFb-RUNX1 inh -4%, TexasRed fluor -2% and NPSR antagonist -7%[46.1 µM].
N#CC1=C(N)N(c2ccccc2)C(c2ccccc2)C1(C#N)C#N (stereo not given) was read as Epigenetic derep 0.1%, Tau fluor counter -21%, GLA spleen mod 13%, Tau FP inhib -11%, TRb SRC2 PPI -18%, CBFb-RUNX1 inh 6%, TexasRed fluor -4% and NPSR antagonist -1%[46.1 µM].
Screening Cc1cccc(OCc2nnc(SCC(=O)N3c4ccccc4Sc4ccc(Cl)cc43)o2)c1 returned Epigenetic derep -1.5%, Tau fluor counter -6%, GLA spleen mod -3%, Tau FP inhib -12%, TRb SRC2 PPI 5%, CBFb-RUNX1 inh 4%, TexasRed fluor 0% and NPSR antagonist -13%.
`O=C(CSc1nnc(-c2cnccn2)n1Cc1ccco1)c1ccccc1` gave Epigenetic derep 0.0%, Tau fluor counter -2%, GLA spleen mod -8%, Tau FP inhib 1%, TRb SRC2 PPI 8%, CBFb-RUNX1 inh 0%, TexasRed fluor 1% and NPSR antagonist -14%[46.1 µM].
For O=S(=O)(Nc1ccc(-c2cn3cccnc3n2)cc1)c1ccccc1 the results were Epigenetic derep 5.4%, Tau fluor counter -10%, GLA spleen mod 6%, Tau FP inhib 0%, TRb SRC2 PPI -1%, CBFb-RUNX1 inh 6%, TexasRed fluor -7% and NPSR antagonist -15%.
Screening C=CC(O)(C#CCN(CC)CC)c1ccccc1 (stereo not given) returned Epigenetic derep 0.0%, Tau fluor counter 0%, GLA spleen mod 7%, Tau FP inhib 2%, TRb SRC2 PPI 7%, CBFb-RUNX1 inh 5%, TexasRed fluor 2% and NPSR antagonist 11%[46.1 µM].

A section taken from the entries so far, for reference:
For O=S(=O)(Nc1ccc(-c2cn3cccnc3n2)cc1)c1ccccc1 the results were Epigenetic derep 5.4%, Tau fluor counter -10%, GLA spleen mod 6%, Tau FP inhib 0%, TRb SRC2 PPI -1%, CBFb-RUNX1 inh 6%, TexasRed fluor -7% and NPSR antagonist -15%.
Screening C=CC(O)(C#CCN(CC)CC)c1ccccc1 (stereo not given) returned Epigenetic derep 0.0%, Tau fluor counter 0%, GLA spleen mod 7%, Tau FP inhib 2%, TRb SRC2 PPI 7%, CBFb-RUNX1 inh 5%, TexasRed fluor 2% and NPSR antagonist 11%[46.1 µM].

Next part:
CN=c1scc(-c2c[nH]c3ccccc23)n1C was read as Epigenetic derep -4.2%, Tau fluor counter -2%, GLA spleen mod 6%, Tau FP inhib 2%, TRb SRC2 PPI -5%, CBFb-RUNX1 inh 7%, TexasRed fluor 0% and NPSR antagonist 4%.
For CC1(C)CC(=O)C=C(Nc2ccc(OCC(F)(F)C(F)F)cc2)C1 the results were Epigenetic derep 0.0%, Tau fluor counter -8%, GLA spleen mod 8%, Tau FP inhib 10%, TRb SRC2 PPI -4%, CBFb-RUNX1 inh 0%, TexasRed fluor -1% and NPSR antagonist -16%[46.1 µM].
`Cc1cccc2sc(N(CCCN(C)C)C(=O)c3sc4ccccc4c3Cl)nc12` gave Epigenetic derep 5.7%, Tau fluor counter -21%, GLA spleen mod -8%, Tau FP inhib -16%, TRb SRC2 PPI -5%, CBFb-RUNX1 inh -1%, TexasRed fluor -2% and NPSR antagonist inconclusive.
COc1ccc(S(=O)(=O)N2CCCOC2CNC(=O)C(=O)NCc2ccco2)cc1C (stereo not given) was read as Epigenetic derep 2.8%, Tau fluor counter 0%, GLA spleen mod -15%, Tau FP inhib 5%, TRb SRC2 PPI -1%, CBFb-RUNX1 inh -1%, TexasRed fluor -3% and NPSR antagonist -56%.
COc1ccc(NC(=O)c2ccc3nc(CCc4ccccc4)oc3c2)c(OC)c1 was read as Epigenetic derep 1.7%, Tau fluor counter -19%, Tau FP inhib -8%, TRb SRC2 PPI 6% and TexasRed fluor 2%.
COc1cccc(OCc2cc(/C=N/NC(=O)c3ccn[nH]3)ccc2OC)c1 was read as Epigenetic derep 1.4%, Tau fluor counter inconclusive, GLA spleen mod -14%, Tau FP inhib -9%, TRb SRC2 PPI -4%, CBFb-RUNX1 inh 4%, TexasRed fluor -1% and NPSR antagonist -3%[46.1 µM].
For C=Cc1c(C)c2cc3[nH]c(cc4nc(cc5nc(cc1[nH]2)C(C)=C5CCC(=O)O)C(CCC(=O)O)=C4C)c(C)c3C=C the results were Epigenetic derep -0.2%&-0.3%, Tau fluor counter 16µM*[quencher], GLA spleen mod 8%&-15%, Tau FP inhib 25µM*, TRb SRC2 PPI 18µM*, CBFb-RUNX1 inh inconclusive, TexasRed fluor 16µM*[fluorescent] and NPSR antagonist inconclusive.
`CCOC(=O)NC(NC(=S)Nc1ccccc1[N+](=O)[O-])C(Cl)(Cl)Cl` (stereo not given) gave Epigenetic derep -0.2%, Tau fluor counter -27%, GLA spleen mod -2%, Tau FP inhib 13%, TRb SRC2 PPI 0%, CBFb-RUNX1 inh -8%, TexasRed fluor 0% and NPSR antagonist -17%[46.1 µM].
For CC(C)COCC(CN(Cc1ccccc1)c1ccccc1)N1CCCC1 (stereo not given) the results were Epigenetic derep -0.2%&0.9%&1.1%&-0.3%&-5.5%, Tau fluor counter -22%&-11%&-2%&-10%&-23%, GLA spleen mod 0%&23%&29%&-4%&12%, Tau FP inhib -9%&3%&1%&6%&9%, TRb SRC2 PPI -2%&-4%&-3%&-2%&3%, CBFb-RUNX1 inh -9%&-11%&-10%&1%&-6%, TexasRed fluor 0%&-3%&-3%&0%&0% and NPSR antagonist inconclusive.
CCN(CC)S(=O)(=O)c1cccc(NC(=O)c2cncc(Br)c2)c1 was read as Epigenetic derep -2.0%, Tau fluor counter -15%, GLA spleen mod 4%, Tau FP inhib -6%, TRb SRC2 PPI -6%, CBFb-RUNX1 inh 5%, TexasRed fluor 0% and NPSR antagonist -20%.
For CCOc1ccc(CC(=O)Nc2c(C(=O)Nc3ccccc3)oc3ccccc23)cc1OCC the results were Epigenetic derep -0.9%, Tau fluor counter -23%, GLA spleen mod 6%, Tau FP inhib inconclusive, TRb SRC2 PPI -11%, CBFb-RUNX1 inh 2%, TexasRed fluor 1% and NPSR antagonist 18%[46.1 µM].
c1ccc(Nc2cc(-c3ccccc3)nc3ncnn23)cc1 was read as Epigenetic derep -1.1%, Tau fluor counter -11%, GLA spleen mod -17%, Tau FP inhib 0%, TRb SRC2 PPI -18%, CBFb-RUNX1 inh 12%, TexasRed fluor 1% and NPSR antagonist -1%[46.1 µM].
Screening Nc1c(C(=O)c2ccccc2)sc2c1c(=O)[nH]c(=O)n2-c1ccccc1 returned Epigenetic derep -0.1%, Tau fluor counter -14%, GLA spleen mod 10%, Tau FP inhib 7%, TRb SRC2 PPI -6%, CBFb-RUNX1 inh -12%, TexasRed fluor inconclusive and NPSR antagonist -16%.
Screening O=C(/C=C/c1ccc(O)cc1)c1ccc(O)cc1O returned Epigenetic derep 2.0%, Tau fluor counter inconclusive, GLA spleen mod 5%, Tau FP inhib 8%, TRb SRC2 PPI 14%, CBFb-RUNX1 inh -12%, TexasRed fluor -8% and NPSR antagonist inconclusive.
CCC(=O)c1c[nH]c(C(=O)NCCCN2CCOCC2)c1 was read as Epigenetic derep -0.9%, Tau fluor counter -6%, GLA spleen mod -4%, Tau FP inhib 5%, TRb SRC2 PPI -13%, CBFb-RUNX1 inh 6%, TexasRed fluor -3% and NPSR antagonist -7%[46.1 µM].
`CC(C)c1[nH]nc2c1C(c1ccco1)C(C#N)=C(N)O2` (stereo not given) gave Epigenetic derep 4.3%, Tau fluor counter 6%, GLA spleen mod 0%, Tau FP inhib 2%, TRb SRC2 PPI -3%, CBFb-RUNX1 inh -1%, TexasRed fluor -6% and NPSR antagonist 10%.
`Cc1ncoc1C(=O)N1CCCC(C(=O)c2cccc3ccccc23)C1` (stereo not given) gave Epigenetic derep -1.1%, Tau fluor counter -3%, GLA spleen mod 11%, Tau FP inhib 2%, TRb SRC2 PPI -1%, CBFb-RUNX1 inh 2%, TexasRed fluor 0% and NPSR antagonist 10%.
Screening O=C(CCN1C(=O)c2ccccc2C1=O)N1CCN(C(=O)c2ccccc2)CC1 returned Epigenetic derep -1.1%, Tau fluor counter -3%, GLA spleen mod 7%, Tau FP inhib 3%, TRb SRC2 PPI 0%, CBFb-RUNX1 inh -5%, TexasRed fluor -1% and NPSR antagonist -7%[46.1 µM].
Screening Cc1ccc(-c2cn3c(n2)sc2cc(C(=O)NCCCc4ccccc4)ccc23)cc1 returned Epigenetic derep 0.0%, Tau fluor counter -4%, Tau FP inhib 3%, TRb SRC2 PPI -6% and TexasRed fluor 3%.
